Screening data from PubChem BioAssay.
HBB splicing – qHTS Assay for Modulators of Hemoglobin Beta Chain Splicing. HBB splicing reporter cell assay, activation; EGFP reporter with mutant IVS2-654 intron; response scale: normalised to 500 nM splice-correcting PNA. hit rate 0.06% among 65,000. Potency, µM (doses to about 46.1 µM), without a hit: top-dose activation, usual class: activators. AID 925, 2007; note: potency is the fitted concentration of half-maximal effect; 0% is about no effect
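Compounds were applied for 2 days to HeLa EGFP-654 cells, 500/well in Optimem with 2% FCS. The reporter's EGFP is disrupted by mis-splicing of beta-globin intron IVS2-654. Readout: summed well GFP fluorescence from 488 nm laser scanning; reference was 500 nM antisense […] 654 PNA.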
Fluorescein fluor – qHTS Assay for Spectroscopic Profiling in Fluorescein Spectral Region. Compound autofluorescence, 480/540 nm, fluorescein-equivalent; stronger effect = higher value. max fluorescein-equivalent concentration, M. hit rate 0.91% among 59,000. AID 593, 2007; in the data active = max fluorescein-equivalent concentration above about 10 nM; inconclusive = between about 1.1 nM and that limit
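Autofluorescence profiling; 100 mM Tris, pH 8.0; incubation 15 min at RT; ex/em 480/540 nm; result as fluorescein-equivalent concentration.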
Texas Red fluor – qHTS Assay for Spectroscopic Profiling in Texas Red Spectral Region | Compound fluorescence, Texas Red channel, 547/618 nm; stronger effect = higher value | max dye-equivalent concentration, M | hit rate 0.06% among 59,000 | AID 587, 2007; in the data active = max dye-equivalent concentration above about 10 nM; inconclusive = between about 1.1 nM and that limit
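Fluorescence at ex 547/em 618 nm, normalized against an on-plate Texas Red standard series to give dye-equivalent concentration per compound concentration. Buffer 100 mM Tris, pH 8.0; 15 min RT incubation before CCD imaging.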
Rhodamine autofl – qHTS Assay for Spectroscopic Profiling in Rhodamine Spectral Region. Rhodamine-region fluorescence, 547/598 nm, Tris buffer; stronger effect = higher value. max dye-equivalent concentration, M. hit rate 0.05% among 59,000; in the data active = max dye-equivalent concentration above about 11 nM; inconclusive = between about 1.1 nM and that limit
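qHTS spectral profiling of compounds without any target or enzyme present, in pH 8.0 Tris buffer; plates were read after a 15-minute room-temperature incubation using the rhodamine-region filter set.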
15-hLO inh – qHTS Assay for Inhibitors of 15-hLO (15-human lipoxygenase); Polyunsaturated fatty acid lipoxygenase ALOX15 (Homo sapiens), P16050; purified 15hLO-1, xylenol orange hydroperoxide absorbance; Potency, µM (titrated, usually from 57.1 µM), for the others: at the top dose activity change, negative = inhibition, actives largely listed as inhibitors; hit rate 1.4% among 74,000; AID 887, 2007; note: potency is the fitted concentration of half-maximal effect; % is set by controls: 0 for no effect and ±100 for the full control effect; nearly all actives have a fitted effect of over 55% in size
Target sequence (P16050 whole entry, looked up): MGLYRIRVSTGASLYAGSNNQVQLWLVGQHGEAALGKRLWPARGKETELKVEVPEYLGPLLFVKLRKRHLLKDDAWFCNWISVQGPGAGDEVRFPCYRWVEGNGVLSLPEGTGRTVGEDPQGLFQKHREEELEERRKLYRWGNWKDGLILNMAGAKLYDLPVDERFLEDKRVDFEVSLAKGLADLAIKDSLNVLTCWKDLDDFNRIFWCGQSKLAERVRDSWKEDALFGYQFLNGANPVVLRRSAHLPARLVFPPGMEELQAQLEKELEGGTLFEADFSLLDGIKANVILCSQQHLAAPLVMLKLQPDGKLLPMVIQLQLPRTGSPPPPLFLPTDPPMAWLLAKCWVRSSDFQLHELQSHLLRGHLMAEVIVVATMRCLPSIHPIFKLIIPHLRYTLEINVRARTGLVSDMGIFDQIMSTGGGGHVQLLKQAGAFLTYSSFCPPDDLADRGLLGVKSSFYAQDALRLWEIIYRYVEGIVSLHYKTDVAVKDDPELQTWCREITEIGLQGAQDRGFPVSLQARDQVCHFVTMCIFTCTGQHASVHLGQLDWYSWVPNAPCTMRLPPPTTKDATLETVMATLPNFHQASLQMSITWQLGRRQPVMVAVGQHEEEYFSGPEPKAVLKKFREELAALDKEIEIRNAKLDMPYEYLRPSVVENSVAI
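Hydroperoxide formed from arachidonic acid (50 uM) by purified human 15hLO-1 (40 nM) oxidizes ferrous iron, and the ferric-xylenol orange complex is read at 573 versus 405 nm. Compounds were preincubated 15 min; reaction ran 6 min at room temperature.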
4MU fluor – qHTS Assay for Spectroscopic Profiling in 4-MU Spectral Region; compound autofluorescence, 340/450 nm, 4-MU equivalents; stronger effect = higher value; hit rate 11% among 59,000; max dye-equivalent concentration, M; in the data active = max dye-equivalent concentration above about 10 nM; inconclusive = mostly about 1.1 nM to 9.6 nM
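Compounds in 100 mM Tris, pH 8.0, sat 15 min at room temperature before fluorescence was read at 340 nm excitation/450 nm emission; a per-plate six-point 4-MU standard curve converted signals to dye-equivalent concentration at each compound concentration.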
HADH2 inhib – qHTS Assay for Inhibitors of HADH2 (Hydroxyacyl-Coenzyme A Dehydrogenase, Type II) | 3-hydroxyacyl-CoA dehydrogenase type-2 (Homo sapiens), Q99714 | recombinant HADH2, NADH fluorescence, beta-hydroxybutyryl-CoA | Potency, µM (top dose mostly 57.1 µM), inactives show top-dose activity change, negative = inhibition, actives largely listed as inhibitors | hit rate 3.4% among 73,000 | AID 886, 2007; note: potency is the fitted concentration of half-maximal effect; % is set by controls: 0 for no effect and ±100 for the full control effect; nearly all actives have a fitted effect of over 60% in size; many of its hits are not listed in these tables
Target sequence (Q99714 whole entry, looked up, one chain of several): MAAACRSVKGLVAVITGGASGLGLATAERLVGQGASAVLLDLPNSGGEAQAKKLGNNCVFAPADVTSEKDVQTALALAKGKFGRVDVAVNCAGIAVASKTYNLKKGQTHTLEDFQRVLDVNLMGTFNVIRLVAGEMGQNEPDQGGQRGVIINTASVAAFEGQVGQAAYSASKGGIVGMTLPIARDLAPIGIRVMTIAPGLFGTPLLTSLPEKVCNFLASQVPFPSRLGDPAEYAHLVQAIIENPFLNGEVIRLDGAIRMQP
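Activity measured as NADH fluorescence gain (360/450 nm), taken as the change between first and last reads of a 4-min kinetic run. Conditions: pH 9.0 Tris buffer, 20 nM E. coli-expressed His-tagged enzyme, 1 mM NAD+, 90 uM beta-hydroxybutyryl-CoA; 15-min compound preincubation.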
Pol III holo inh – qHTS Assay for Inhibitors of DNA Polymerase III Holoenzyme System | reconstituted DNA polymerase III holoenzyme replication, biochemical | Potency, µM (doses to about 57.1 µM), without a hit: at the top dose activity change, negative = inhibition | hit rate 0.25% among 71,000; note: potency is the fitted concentration of half-maximal effect; % is set by controls: 0 for no effect and ±100 for the full control effect
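Reconstituted *E. coli* holoenzyme (0.35 nM Pol III, 1 nM beta, 154 nM SSB, 2 nM primase) was preincubated with compound for 15 min at RT. Synthesis on 1.4 nM ssM13Gori ran 35 min, then was stopped with PicoGreen/EDTA and read as dsDNA fluorescence.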
Ub-GFP proteasome – Ubiquitin-GFP Assay. 67,000 tested, under 10 active. AID 526, 2006. Ubiquitin-GFP reporter cells, proteasome inhibition, GFP fluorescence; response scale: untreated = 0%, 10 µM MG-132 = 100%. Potency, µM (titrated, usually from 45.9 µM), inactives show at the highest dose activation (GFP accumulation), most hits filed as activators; active = well fitted activation curve with a large enough effect, not every such curve was filed as active; inconclusive = small, poorly fitted or top-dose-only effect, or another doubt; inactive = no such curve, though single readings can be large or run the other way; note: potency is the fitted concentration of half-maximal effect
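Proteasome block read as GFP accumulation: ubiquitin(G76V)-GFP U2OS cells exposed to compound (2.9 nM–46 uM) for 4 hr at 37 C. Normalization used untreated cells as 0% and 10 uM MG-132 as 100%; concentration-response curves fitted.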
GFP derepression – qHTS Assay for Epigenetic Modulators. mouse C127i GFP locus derepression, cytometry, 30 h. Potency, µM (series often up to 46.1 µM), for inactives: at the top dose GFP derepression (activation). AID 597, 2007. hit rate 0.09% among 68,000; note: % of control where 0% means no effect
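Locus derepression in mouse mammary C127i cells whose integrated CMV-GFP reporter is normally silent; GFP expression after 30 h compound treatment was quantified by counting fluorescent cells.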
Hsp90 Hop PPI – qHTS Assay for Disrupters of an Hsp90 Co-Chaperone Interaction; Potency, µM (series often up to 57 µM), for inactives: at the top dose activity change, negative = inhibition; AlphaScreen TPR2A-His6 binding biotin-Hsp90 C-terminal peptide; AID 595, 2007; Hsp90 C-terminal peptide / TPR2A (Hop) interaction, human; hit rate 0.44% among 71,000; active = well fitted curve in either direction with a large enough effect; inconclusive = small, poorly fitted or top-dose-only effect, or another doubt; note: potency is the fitted concentration of half-maximal effect; % is set by controls: 0 for no effect and ±100 for the full control effect; many of its hits are not listed in these tables
* hit, by the source's call; i = inactive; ? = inconclusive; / = not tested or not shown; [ ] = another dose, or the depositor's remark. Unless noted, calls come from the whole dose curve; as a rule, active = well fitted curve in the direction sought with a large enough effect; inconclusive = small, poorly fitted or top-dose-only effect, or another doubt; inactive = no such curve, though single readings can be large; an effect the other way counts as inactive or inconclusive. Some of the compounds tested, so the mix of outcomes need not match the whole.

smiles	HBB splicing	Fluorescein fluor	Texas Red fluor	Rhodamine autofl	15-hLO inh	4MU fluor	HADH2 inhib	Pol III holo inh	Ub-GFP proteasome	GFP derepression	Hsp90 Hop PPI
O=C(CN(Cc1ccc(F)cc1)C(=O)Cn1nnc2ccccc21)NCC1CCCO1 (stereo unspecified)	1.5%	i	i	i	-1%	i	12%	-2%	-11%	-1%	-1%
COc1ccc(-n2c(Cc3cccn3C)nnc2SCC(=O)NCCc2ccccc2)cc1	-0.9%	i	i	i	12%	i	-5%	2%	-11%	6%	-3%
COc1ccc(OC)c(C2c3c(oc4ccccc4c3=O)C(=O)N2CCCN(C)C)c1 (stereo unspecified)	-1.5%[57.5 µM]	i	?	i	6%	i	9%	-1%	3%	4%	2%
O=C(NC1CCCC1)c1nc2c(nnn2Cc2cccc(Cl)c2)c(=O)[nH]1	/	i	i	i	0%	i	5%	-6%	-4%	-2%	3%
NC(=O)CN1CCCN(S(=O)(=O)c2ccc(Br)cc2)CC1	2.7%	?	i	i	3%	i	2%	-2%	0%	4%	2%
Cn1c(NC(=O)c2cccc(Cn3cc(Cl)cn3)c2)nc2ccccc21	0.4%	i	i	i	10%	3.4e-08M*	25µM*	-2%	5%	-3%	-2%
CCCCOn1c(C)c(C(=O)OCC)c2c3nonc3ccc21	0.8%	i	?	i	-10%	2.6e-07M*	25µM*	-3%	-4%	4%	32µM*
C=CCOc1ccc(NC(=O)C2CC(=O)N(C(C)C)C2)cc1 (stereo unspecified)	/	i	i	i	11%	i	-1%	-1%	4%	1%	-5%
CCOC(=O)CCCOC(=O)c1ccc(S(=O)(=O)N(C)C)cc1	-1.2%	?	i	i	6%	i	5%	-6%	4%	-1%	0%
O=C(CSc1nnc(-c2ccco2)n1CC1CCCO1)N1CCCCC1 (stereo unspecified)	1.2%	i	i	i	2%	i	8%	-4%	-1%	0%	-11%

Entries listed above shown as hits in Hsp90 Hop PPI:
SMILES | Fluorescein fluor | Rhodamine autofl | 15-hLO inh | 4MU fluor | HADH2 inhib | Pol III holo inh | Hsp90 Hop PPI
CCCCOn1c(C)c(C(=O)OCC)c2c3nonc3ccc21 | i | i | -10% | 2.6e-07M* | 25µM* | -3% | 32µM*

Remaining list, next part:
smiles	HBB splicing	Fluorescein fluor	Texas Red fluor	Rhodamine autofl	15-hLO inh	4MU fluor	HADH2 inhib	Pol III holo inh	Ub-GFP proteasome	GFP derepression	Hsp90 Hop PPI
c1csc(-c2nnc3ccccn23)c1	1.7%	i	i	i	2%	?	?	-3%	7%	3%	-1%
O=S(=O)(c1ccc2ccccc2c1)N1CCCOC1	/	i	i	i	3%	i	11%	-2%	6%	-1%	2%
C/C=C1/C(=O)C[C@H]2[C@@H]3CCC4=CC(=O)CC[C@]4(C)[C@H]3CC[C@]12C	-1.8%	/	/	/	-10%	/	-7%	-6%	/	/	-1%
Cc1cc(NC(=O)COC(=O)C2CCN(C(=O)c3ccc(Cl)cc3)CC2)no1	-1.9%	i	i	i	2%	i	8%	-1%	6%	1%	-3%
Nc1nnnn1/N=C/c1cccs1	/	?	i	i	/	i	/	/	/	0%[20.6 µM]	/
COC(=O)c1cccc(N2C(=O)c3cccnc3C2=O)c1	1.5%[0.369 µM]	i	?	i	4%	i	-8%	-20%	/	0%	?
Cc1cccc2cc(CN(CCN3CCOCC3)C(=O)NCc3ccccc3)c(=O)[nH]c12	/	i	i	i	3%	i	-5%	-8%	0%	-1%	1%
Cc1ccc(NCc2nnc(SCC(=O)Nc3ncc(C)s3)n2Cc2ccco2)c(C)c1	/	i	i	i	-11%	i	?	-2%	-1%	5%	-2%
COc1ccccc1C(=O)NCC(=O)Nc1ccccc1	1.4%	?	i	i	4%	i	5%	0%	12%	-3%	-3%
CCOC(=O)c1cc2sccc2n1CC(=O)OC(C)C	/	i	?	i	-5%	i	5%	-7%	0%	-1%	8%
Cc1noc(C)c1S(=O)(=O)Nc1ccc(C(=O)N2CCN(c3ccc(Cl)cc3)CC2)cc1	-0.1%	i	?	i	-12%	i	4%	4%	-4%	2%	-6%
CC(NC(=O)COC(=O)CCNC(=O)c1ccco1)C12CC3CC(CC(C3)C1)C2 (stereo unspecified)	-8.3%	i	i	i	-1%	i	18%	6%	-5%	2%	-1%
C=CCn1c(=O)/c(=C/c2cc(OC)c(OC)c(OC)c2)s/c1=C(/C#N)c1nc2ccccc2n1C	3.4%	2.8e-07M*	i	i	0%	?	9%	0%	3%	?	-17%
CCN(CCNC(=O)c1cc(C)nn1-c1ccccc1)c1ccccc1	-0.8%	/	/	/	0%	/	-2%	-8%	3%	7%	-4%
CCC(=O)Nc1ccc(C(=O)CSc2nnc(CNc3ccc(Cl)cc3)o2)cc1OC	/	?	i	i	-2%	i	17%	-1%	1%	-2%	-3%
C[C@H](NC(=O)NCc1cccs1)C(=O)O	1.4%	i	i	i	8%	i	-2%	-12%	3%	0%	-4%
O=C(NCC(c1cccnc1)N1CCN(c2ccccc2)CC1)c1ccco1 (stereo unspecified)	0.2%	?	i	i	9%	i	6%	-4%	0%	-4%	-7%
Cc1cc(C)n(-c2nc(NC(C)C)nc(NC(C)C)n2)n1	/	i	?	i	22%	i	5%	-2%	-3%	6.3µM*	-10%
CCCCOC(=O)C1=C(C)Nc2ncnn2C1c1ccc(OC)c(OC)c1OC (stereo unspecified)	3.8%	i	i	i	7%	?	-4%	-3%	14%	0%	-10%
c1csc(-c2nc(-c3ccncc3)no2)c1	0.1%[9.22 µM]	/	/	/	10%	/	4%	-9%	-1%	6%	0%
CCOc1ccc2nc(N3CCCC(C(=O)NCCCN4CCOCC4)C3)sc2c1 (stereo unspecified)	-0.6%	/	/	/	-12%	/	?	-1%	6%	2%	?
Cc1cc(OC(=O)c2ccccc2)n(CCC#N)n1	0.4%[57.5 µM]	i	i	i	?	i	-6%	-2%	0%	1%	-4%
NC(=O)c1ccc(NS(=O)(=O)c2ccccc2F)cc1	-0.2%	i	i	i	-1%	?	0%	3%	20%	1%	-5%
Cc1nn2cc(-c3ccc(N)cc3)nc2s1	/	i	?	i	-3%	i	1%	-10%	4%	1%	-12%
CN(C)CCCN1C(=O)C(=O)/C(=C(/O)c2ccc3c(c2)OCO3)C1c1cccnc1 (stereo unspecified)	1.5%	i	i	i	11%	i	-11%	0%	-5%	0%	-6%
O=C(CN1CCC(O)CC1)N1c2ccccc2C=Cc2ccccc21	/	i	?	i	5%	i	-1%	-8%	0%	-1%	-3%
Cc1nc(Nc2cccc(C(F)(F)F)c2)nc2c1C(=O)CC(C)C2 (stereo unspecified)	9.6%	?	i	i	13%	i	1%	0%	2%	-2%	-7%
CCOc1ccc(S(=O)(=O)Nc2cccc(C(=O)N3CCN(c4ccc(OC)cc4)CC3)c2)cc1	-5.2%	?	i	i	?	i	3%	-3%	0%	0%	-14%
Cc1c(C(=O)NCCc2ccccc2)oc2ccc(S(=O)(=O)N3CCC4(CC3)OCCO4)cc12	-0.8%	i	i	i	-1%	i	6%	-6%	4%	-2%	-5%
CN(C)CCCN1C(=O)C(O)=C(C(=O)c2cc3ccccc3o2)C1c1ccccn1 (stereo unspecified)	/	?	i	i	/	i	/	/	/	0%[20.6 µM]	/
CC1CCCN(c2nc3ccsc3c(=O)s2)C1 (stereo unspecified)	-2.0%	i	i	i	-13%	3.4e-08M*	0%	0%	-6%	3%	?
COc1cc2c(cc1OC)C(C(=O)N1CCCCC1)C(c1ccccc1F)N(C)C2=O (stereo unspecified)	-0.6%	i	i	i	12%	i	7%	2%	-3%	0%	-1%
COCCn1c(=O)cnc2cnc(N3CCN(C)CC3)nc21	-0.5%	i	i	i	7%	7e-08M*	20%	-5%	11%	-5%[9.22 µM]	1%
